Screening results as filed in PubChem.
MLLE-PAM2 inh = inhibitors of microRNA-mediated deadenylation, human PABP1 MLLE binding. GST-MLLE / FITC-PAM2 fluorescence polarization. inhibition, % at 20 µM. hit rate 0.36% among 360,000. AID 588489; in the data active = inhibition above about 35%, passing the limit was not always enough;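 note: plate controls were DMSO wells with GST-MLLE for no effect and wells lacking GST-MLLE protein for full effect; some results filed as inactive read as strong as hits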
Target sequence (P11940 whole entry, looked up): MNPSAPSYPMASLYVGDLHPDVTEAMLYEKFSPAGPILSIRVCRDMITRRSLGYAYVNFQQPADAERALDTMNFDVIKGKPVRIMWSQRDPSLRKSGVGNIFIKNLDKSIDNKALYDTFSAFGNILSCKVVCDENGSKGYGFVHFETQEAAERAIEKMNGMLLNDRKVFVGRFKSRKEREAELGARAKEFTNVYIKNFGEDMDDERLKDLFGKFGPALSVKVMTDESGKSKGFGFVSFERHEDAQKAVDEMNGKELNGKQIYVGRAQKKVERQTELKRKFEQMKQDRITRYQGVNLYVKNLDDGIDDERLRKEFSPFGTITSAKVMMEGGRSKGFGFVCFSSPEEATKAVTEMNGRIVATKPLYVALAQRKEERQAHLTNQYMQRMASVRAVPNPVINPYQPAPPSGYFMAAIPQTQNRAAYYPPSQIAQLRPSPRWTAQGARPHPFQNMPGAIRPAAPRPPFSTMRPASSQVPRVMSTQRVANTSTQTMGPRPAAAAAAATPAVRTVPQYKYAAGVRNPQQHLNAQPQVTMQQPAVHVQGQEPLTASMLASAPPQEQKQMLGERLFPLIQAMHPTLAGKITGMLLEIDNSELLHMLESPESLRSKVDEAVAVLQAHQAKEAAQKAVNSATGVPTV
Scp-1 inhibitor = inhibitors of human Scp-1 phosphatase; Q9GZU7; Recombinant Scp1, phosphopeptide, malachite green phosphate absorbance; inhibition, % at 20 µM; hit rate 0.88% among 340,000;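 active = inhibition above about 50% at 20 µM, limit read from the data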;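 note: plate controls were DMSO wells with enzyme for no effect and wells lacking enzyme for full effect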
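Test system – truncated SCP-1 phosphatase (76-261aa) · Reagent – Phosphorylated 17-residue peptide substrate · Incubation – 45 min room-temperature reaction, 5 min colour, 30 min stabiliser · Detection – colorimetric phosphate reagent with accelerator and stabiliser, absorbance at 630 nm · Measure – % inhibition at 20 µM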
LMPTP inh = LMPTP (human) inhibition; P24666; recombinant LMPTP-A, OMFP fluorogenic substrate, fluorescence intensity; inhibition, % at 20 µM; hit rate 0.22% among 360,000; AID 651560;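 active = compounds that cut the enzyme signal by at least half of the control window in the single-dose screen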;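 note: plate controls were DMSO wells with enzyme plus substrate for no effect and substrate without enzyme for full effect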
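Test system – LMPTP-A phosphatase enzyme · Quantity – 0.625 nM LMPTP-A final · Reagent – OMFP substrate, 400 µM final · Dosing – one test concentration per compound, 20 µM, with 3% DMSO overall · Timing – 50 min enzyme reaction at room temperature, protected from light · Detection – fluorescence intensity · Controls – substrate-only low control, DMSO enzyme-plus-substrate high control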
DNMT1 inh = blocks human DNA methyltransferase DNMT1; inhibition (reported as % activation of signal), % at 10 µM; AID 588458; DNMT1 molecular beacon, Hinp1I cleavage, fluorescence; P26358; hit rate 0.83% among 360,000; in the data active = inhibition above about 50%
SUMO1-SIM PPI = SUMO1-SIM interaction modulation; P63165; SUMO1 binding to a labelled peptide, TR-FRET, 1 h; inhibition, % at 20 µM; hit rate 0.33% among 360,000; AID 602429; in the data active = inhibition above about 37%
Target sequence (P63165 whole entry, looked up): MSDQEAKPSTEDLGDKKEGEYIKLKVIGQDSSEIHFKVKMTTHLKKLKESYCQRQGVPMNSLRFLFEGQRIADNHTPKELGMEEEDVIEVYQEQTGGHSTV
CSN deneddyl inh = inhibitors of human CSN-mediated cullin deneddylation | Purified CSN, SCF-Nedd8-OG deneddylation, fluorescence polarization | inhibition, % at 12.5 µM | hit rate 0.38% among 360,000 | AID 651999;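 active = pattern-corrected inhibition above about 35%, with an unprinted fluorescence ratio check between 0.5 and 1.5, limit read from the data, passing the limit was not always enough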;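 note: 0% = enzyme with substrate and 100% = substrate without enzyme; some results filed as inactive read as strong as hits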
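Material: purified human Csn5 enzyme expressed in HEK293T cells / Medium: Tris buffer pH 7.5, NaCl, DTT, Tween-20, trehalose, ovalbumin / Compound dosing: 12.5 µM single point / Schedule: 90 min incubation of compound, enzyme and substrate at room temperature / Signal: fluorescence polarization of the substrate / Control set: no-enzyme wells high, enzyme-with-substrate wells low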
NadD inh = blocks S. aureus nicotinate mononucleotide adenylyltransferase | purified NadD enzyme, colorimetric absorbance read-out | hit rate 0.78% among 360,000 | inhibition, % at 20 µM; in the data active = inhibition above about 26%; note: some compounds past the cut are filed as inactive
Tb MetRS inh = blocks T. brucei methionyl-tRNA synthetase activity; purified T. brucei MetRS, ATP depletion, Kinase-Glo luminescence; inhibition, % at 11.9 µM; hit rate 0.4% among 360,000;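 active = inhibition above a per-plate cutoff of the control wells' mean inhibition plus 3 SD, cut at about 5.5% in these data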;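 note: 0% = DMSO wells median and 100% = median of wells with control inhibitor compound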
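Test system – parasite MetRS enzyme · Reagent – substrates ATP, L-methionine and bulk Escherichia coli tRNA · Doses – 11.9 µM compound single dose, 0.9% DMSO · Times – 15 min enzyme-compound preincubation, 2 h reaction, 10 min detection, 25 °C · Signal – Kinase-Glo luminescence, ATP depletion format · Controls – DMSO-only wells as low control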
Rpn11 block = Rpn11 (human) deubiquitinase inhibition. human 26S proteasome, Ub4-pepOG fluorescence polarization; 20S core pre-blocked with epoxomicin. hit rate 0.59% among 360,000. calls only at 20 µM;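 active = inhibition at 20 µM, scaled to each plate's controls, above about 33%, limit read from the data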
Target sequence (O00487 whole entry, looked up): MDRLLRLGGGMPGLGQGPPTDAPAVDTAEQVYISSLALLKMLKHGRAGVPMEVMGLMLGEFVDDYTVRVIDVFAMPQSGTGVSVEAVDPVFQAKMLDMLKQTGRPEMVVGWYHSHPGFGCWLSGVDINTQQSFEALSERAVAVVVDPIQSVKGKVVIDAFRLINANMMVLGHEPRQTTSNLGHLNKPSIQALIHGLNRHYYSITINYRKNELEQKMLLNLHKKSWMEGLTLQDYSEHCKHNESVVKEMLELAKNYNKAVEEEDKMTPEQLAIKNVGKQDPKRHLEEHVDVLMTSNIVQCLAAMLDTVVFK
STEP inh = inhibitors of human striatal-enriched phosphatase STEP; P54829; recombinant STEP, OMFP fluorogenic substrate, fluorescence; inhibition, % at 20 µM; hit rate 0.25% among 360,000;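 active = inhibition at 20 µM, scaled per plate between control wells, above about 37%, limit read from the data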;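 note: 0% = DMSO with enzyme and substrate and 100% = substrate only without enzyme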
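medium = Bis-Tris buffer pH 6.0, 2.5 mM DTT, 0.005% Tween 20 | test system = STEP (striatal-enriched tyrosine phosphatase) enzyme, cell-free | measure = normalized % inhibition | compound dosing = 20 µM, 1% DMSO | also added = 25 µM OMFP | schedule = reaction 20 min, ambient temperature | measured by = fluorescence read at 480 nm ex / 540 nm em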
* hit, by the source's call; i = inactive; / = no result given.

SMILES | MLLE-PAM2 inh | Scp-1 inhibitor | LMPTP inh | DNMT1 inh | SUMO1-SIM PPI | CSN deneddyl inh | NadD inh | Tb MetRS inh | Rpn11 block | STEP inh
Cc1ccccc1-c1noc(-c2ccccc2C(=O)NCc2ccco2)n1 | 5.5 | -10.8 | 1.3 | -5.7 | 2.3 | 6.5 | -1.7 | -0.5 | i | 1.2
Cc1ccc(NC(=S)Nc2cccc3cnccc23)c(C)c1 | 12.9 | -8.0 | -0.1 | -11.0 | -2.5 | 10.7 | 4.5 | 0.3 | i | 13.1
O=C(COC(=O)CC1CCS(=O)(=O)C1)Nc1ccc(F)cc1 (stereo not drawn) | -1.1 | -4.8 | -0.4 | -5.7 | 1.4 | -1.4 | 2.9 | -0.2 | i | -2.8
CS(=O)(=O)c1cccc(C(=O)NCc2ccccc2)c1 | 21.6 | 2.1 | -0.8 | -0.4 | 1.3 | 1.1 | -4.6 | -0.8 | i | 1.0
CC(C)C[C@H](NC(=O)OC(C)(C)C)C(=O)N/N=C/C1=Cc2ccccc2OC1C (stereo partly drawn) | 11.4 | -5.6 | 0.5 | -1.5 | -8.0 | 0.2 | 1.9 | -1.0 | i | 1.5
COc1ccc(C2=NN(C(=O)CCCC(=O)O)C(c3cccs3)C2)cc1OC (stereo not drawn) | -12.8 | -4.1 | 0.1 | -2.2 | -2.3 | -0.4 | 13.0 | 0.3 | i | -2.1
O=C(CSc1nnc(C2CC2)n1Cc1ccccc1)N1CCNC1=O | -8.9 | -6.7 | -0.5 | -2.8 | 2.1 | -0.3 | -1.6 | -0.3 | i | 0.1
COc1ccccc1-c1cnc(C(O)c2cccc(F)c2)[nH]1 (stereo not drawn) | -6.4 | / | -1.8 | 5.1 | 0.5 | -1.2 | 2.7 | -0.2 | i | -1.2
O=C(CSc1nnc(NC(=O)C2CC2)s1)Nc1ccccc1 | 2.9 | -5.8 | -1.8 | 6.7 | 12.5 | 4.4 | -3.5 | 0.7 | i | -2.0
Cc1ccc2cccc(OCC(=O)Nc3ccc4c(c3)OCO4)c2n1 | -14.2 | -11.7 | 1.0 | -4.2 | -1.6 | 0.7 | -5.8 | -0.5 | i | -0.7
CCc1ccc(-c2csc3[n+]2CCN3C(C)=O)cc1 | 28.4 | -8.0 | -1.1 | 17.7 | -1.7 | -1.8 | 2.5 | 0.0 | i | 3.5
CC1=C(C(=O)Nc2ccccn2)C(c2ccccc2Cl)NC(=S)N1 (stereo not drawn) | -152.6 | -1.1 | -0.7 | 0.9 | -0.5 | 0.1 | 5.0 | -0.4 | i | -2.1
COc1ccc(S(=O)(=O)Nc2ccccc2C(=O)NCc2cccnc2)cc1OC | 6.4 | 7.0 | -0.8 | 2.9 | -0.2 | 3.5 | -7.0 | -1.1 | i | -4.4
O=C(NCCc1c[nH]c2ccccc12)C(=O)NCC1OCCCN1S(=O)(=O)c1ccc(F)cc1 (stereo not drawn) | -9.2 | -9.4 | 0.1 | -22.1 | 1.3 | -15.4 | 1.7 | 0.7 | i | -1.7
COc1cc(NC(=O)c2noc3c2CCC3)c(OC)cc1Cl | 13.7 | 71.9* | 4.3 | 101.4* | 7.0 | 32.8 | -5.3 | -0.6 | i | 10.7
COc1ccc(C(=O)NCCc2nnc3ccc(SCC(=O)N4CCCC4)nn23)cc1 | 9.6 | -7.2 | -0.6 | -0.2 | -3.1 | 3.2 | -0.4 | 1.1 | i | -2.6
CC(C(=O)Nc1ccc2c(c1)OCCO2)N1Cc2ccccc2C1=O (stereo not drawn) | 6.0 | 1.1 | -1.0 | 0.1 | 2.4 | -6.4 | -6.3 | -0.5 | i | -0.5
COc1ccc(F)cc1S(=O)(=O)N1CCCC(C)C1 (stereo not drawn) | -5.7 | 2.5 | -0.3 | 3.8 | -0.4 | -3.8 | -2.7 | -0.2 | i | 1.5
O=C(NCCCn1ccnc1)c1ccc(NS(=O)(=O)c2cccc([N+](=O)[O-])c2)cc1 | 1.2 | -2.7 | -3.3 | -0.4 | -26.0 | -0.2 | -7.4 | -0.1 | i | -1.8
O=c1[nH]c(CSc2nnc(COc3ccccc3)n2-c2ccccc2)nc2ccccc12 | -41.3 | -0.4 | 0.0 | 1.6 | -1.3 | 5.7 | 25.2 | -0.9 | i | 3.0
Cc1nnc2c(N3CCN(C(=O)c4ccco4)CC3)nc3ccccc3n12 | 15.2 | -6.9 | 1.2 | 1.3 | -8.4 | 1.0 | -3.2 | -0.7 | i | -1.9
O=C(CN1CCCC1)OCCCC1CCCCC1 | 0.3 | -16.9 | -2.3 | -0.5 | 4.8 | -5.0 | 6.1 | 0.0 | i | -2.1
Cc1nn(C(C)C(=O)O)c(=O)c2ccccc12 (stereo not drawn) | 1.0 | -8.7 | 0.1 | -1.1 | 0.4 | 5.2 | 7.3 | -0.5 | i | 1.1
Cc1ccc2c(c1)COc1c3ccc(C(=O)N4CCCCC4)cc3nn1-2 | -26.9 | -6.5 | 0.3 | -1.4 | -27.8 | -2.9 | 1.8 | -0.2 | i | 1.1
CSCCC(NC(=O)COc1ccccc1)C(=O)N(C)Cc1ccc(Cl)cc1Cl (stereo not drawn) | 1.6 | -12.8 | 1.8 | -1.6 | 4.7 | 1.1 | -5.8 | 0.8 | i | 6.3
SMILES | MLLE-PAM2 inh | Scp-1 inhibitor | LMPTP inh | DNMT1 inh | SUMO1-SIM PPI | CSN deneddyl inh | NadD inh | Tb MetRS inh | Rpn11 block | STEP inh
Cc1cccc(-n2c(SCc3cc(=O)n4ccsc4n3)nc3ccccc32)c1 | -57.8 | 1.9 | 2.0 | -7.2 | -2.1 | 5.0 | 23.5 | -0.3 | i | 5.6
Cc1c(C(=O)NCC2COc3ccccc3O2)oc2ccc(S(=O)(=O)N3CCOCC3)cc12 (stereo not drawn) | -1.0 | -13.2 | 0.3 | -8.4 | 0.4 | 4.4 | -8.3 | 0.1 | i | 1.0
CCN(CC)CCNc1ccc(CO)c2oc3cc(Cl)ccc3c(=O)c12 | -30.9 | / | 1.6 | 41.2 | -20.4 | 1.2 | -4.1 | 0.0 | i | -0.3
COc1ccc(C(=O)Nc2ccc3c(c2)OCCO3)cc1S(=O)(=O)N1CCOCC1 | -49.5 | -4.9 | 0.2 | 0.5 | 3.1 | -1.6 | 11.1 | 0.0 | i | -2.1
O=C(Oc1cccc(C(=S)N2CCOCC2)c1)c1ccc([N+](=O)[O-])cc1 | 32.1 | -4.8 | 0.1 | 2.5 | -39.1 | -2.5 | 1.9 | -0.2 | i | 2.1
COc1ccc(C(=O)Nc2cccc(-c3nnc(-c4ccco4)o3)c2)cc1 | 7.2 | -13.5 | 2.1 | -8.6 | 6.2 | -0.9 | -4.4 | 0.7 | i | -0.8
CCC1(C)Cc2c(sc3nc(SC)[nH]c(=O)c23)CO1 (stereo not drawn) | -23.9 | -4.0 | 0.3 | 1.2 | 4.4 | 0.6 | -5.6 | 1.0 | i | 1.2
Cc1ccsc1C(=O)OCC(=O)NCCCc1ccccc1 | -3.0 | -8.5 | -1.6 | -1.1 | -1.2 | 3.5 | -5.0 | -0.6 | i | 0.4
CN1C(=O)C(C)(C)c2cc(S(=O)(=O)N3CCN(c4cccc(Cl)c4)CC3)ccc21 | -1.8 | 41.1 | 4.7 | 18.6 | -0.1 | 5.0 | 5.7 | 0.5 | i | 5.5
Cc1nc2cc(-c3cccc(F)c3)nn2c(C)c1CCC(=O)NC(C)CCc1ccco1 (stereo not drawn) | 0.3 | 19.1 | 0.4 | -10.2 | 11.3 | 0.2 | 2.2 | -0.7 | i | 0.7
COCCNc1ncnc2c1[nH]c1ccccc12 | -4.6 | 6.5 | 1.0 | -0.8 | 7.5 | 3.3 | -4.8 | 59.0* | i | -2.8
O=C(Nc1ccon1)c1ccc(Cl)s1 | 3.1 | 0.2 | -1.1 | 0.0 | -2.8 | -2.3 | -4.4 | -1.2 | i | -1.7
Nc1ccc2c(c1)-c1ccccc1S(=O)(=O)N2 | -2.3 | -13.1 | -1.1 | -7.1 | 28.9 | 2.2 | 7.7 | -0.4 | i | -2.0
CC1CCCCN1C(=O)c1ccc(C(=O)c2ccccc2)cc1 (stereo not drawn) | 3.2 | -7.3 | -0.4 | 1.7 | 3.1 | -1.5 | -2.8 | 0.0 | i | 1.5
CCCc1cc(C(=O)OC)c(NC(=O)OCC)s1 | 0.1 | 2.4 | 1.7 | -1.8 | -0.3 | -2.8 | 0.7 | -0.2 | i | 4.5
COc1ccc2[nH]c(N=Nc3ccccc3C)c(O)c2c1 | -111.2 | 12.6 | -0.6 | -10.1 | -6.5 | -0.4 | 1.0 | 0.3 | i | -0.5
Cc1ccccc1CNC(=O)CCC(=O)N1Cc2ccccc2Oc2ncccc21 | -7.2 | -4.3 | -0.4 | 1.1 | -0.4 | 1.3 | 3.1 | 0.2 | i | 1.2
CN(C)/C=C/C(=O)c1ccc(Cl)cc1 | 5.8 | -8.0 | -0.3 | 0.3 | -1.7 | -0.7 | -2.7 | -1.1 | i | -4.4
Cc1ccc(S(=O)(=O)c2cc3ccccc3oc2=Nc2ccc3c(c2)OCO3)cc1 | -8.6 | 9.9 | 1.7 | -1.9 | -7.8 | 1.6 | 5.9 | -0.7 | i | 1.6
O=C(Nc1cc(F)ccc1F)C1CCCN1S(=O)(=O)c1cccc2nsnc12 (stereo not drawn) | -4.0 | -1.4 | -0.9 | 1.8 | -37.3 | -2.0 | -8.5 | -0.5 | i | 1.9
CC(=O)c1ccc(Oc2cc(C)nc(N3CCOCC3)n2)cc1 | -19.3 | -4.6 | 0.8 | -1.5 | 3.1 | -11.5 | -0.7 | -0.1 | i | -3.1
O=C(Nc1cccnc1)c1c(F)c(F)c(F)c(F)c1F | 5.7 | -1.1 | -0.9 | 2.6 | 4.9 | -3.1 | -2.5 | 0.0 | i | -0.3

Some entries already given, showing only MLLE-PAM2 inh:
Molecule | MLLE-PAM2 inh
Cc1c(C(=O)NCC2COc3ccccc3O2)oc2ccc(S(=O)(=O)N3CCOCC3)cc12 (stereo not drawn) | -1.0
O=C(Oc1cccc(C(=S)N2CCOCC2)c1)c1ccc([N+](=O)[O-])cc1 | 32.1
